GRK2 inh: blocks RNA aptamer binding to human GRK2; bead flow cytometry, FAM-aptamer displacement from GRK2; actives 0.59% (n = 330,000); inhibition of aptamer binding, % at 10 µM; AID 488847; P25098;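 active = inhibition of aptamer binding above 40%, roughly 3 SD of noise, on plates passing a quality check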;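 also: median bead fluorescence of bound FAM aptamer so fluorescent compounds give negative values; no value below 0 was filed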
Target sequence (P25098 whole entry, looked up): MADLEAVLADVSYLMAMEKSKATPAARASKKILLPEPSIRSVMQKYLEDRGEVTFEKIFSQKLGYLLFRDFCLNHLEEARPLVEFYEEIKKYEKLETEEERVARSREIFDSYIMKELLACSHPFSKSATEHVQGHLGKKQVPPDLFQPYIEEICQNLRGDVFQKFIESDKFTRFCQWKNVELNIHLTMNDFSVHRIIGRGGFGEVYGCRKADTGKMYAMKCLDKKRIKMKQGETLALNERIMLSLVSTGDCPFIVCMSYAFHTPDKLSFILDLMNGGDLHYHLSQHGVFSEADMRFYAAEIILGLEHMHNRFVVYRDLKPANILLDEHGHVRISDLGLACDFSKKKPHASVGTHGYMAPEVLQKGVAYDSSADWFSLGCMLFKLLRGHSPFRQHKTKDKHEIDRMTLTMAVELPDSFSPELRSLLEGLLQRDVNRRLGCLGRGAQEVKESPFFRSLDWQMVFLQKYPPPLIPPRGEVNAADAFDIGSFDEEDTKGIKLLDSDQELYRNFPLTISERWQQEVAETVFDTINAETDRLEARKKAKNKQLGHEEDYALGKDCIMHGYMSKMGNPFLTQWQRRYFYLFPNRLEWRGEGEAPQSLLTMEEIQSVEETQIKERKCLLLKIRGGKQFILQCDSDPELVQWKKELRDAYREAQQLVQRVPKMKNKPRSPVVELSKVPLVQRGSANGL
CIT2-GFP yeast: yeast TOR pathway CIT2-GFP modulation | S. cerevisiae CIT2-GFP strain, flow cytometry, 3 h; 100 means same as DMSO wells | GFP response vs DMSO, % at 10 µM | actives 0.065% (n = 320,000) | AID 2029;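 active = GFP response relative to DMSO above a set limit, near the screen mean plus 3 SD, cut at about 150% in these data; inconclusive = Fewer than 70 cells measured for a yeast strain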;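 also: ratio of well median GFP fluorescence to mean of DMSO wells on the plate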
JMJD2C inh: blocks human GASC-1 demethylase activity. inhibition, % at 2.35 µM. GST-JMJD2C(1-420) H3K9me3 demethylation, DELFIA europium. actives 0.069% (n = 330,000). Q9H3R0. AID 2099;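 active = more than half of a compound's replicate wells show inhibition beyond 50%, single wells judged on their own value; inconclusive = some, but no more than half, of replicates pass 50% inhibition; inactive = no replicate passes 50% inhibition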;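 also: signal counts dimethyl H3K9 product captured on neutravidin plate; 0% = median of DMSO wells and 100% = 0.3 times that DMSO median; strong numbers were not always called active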
Target sequence (Q9H3R0 1-420 limits assumed): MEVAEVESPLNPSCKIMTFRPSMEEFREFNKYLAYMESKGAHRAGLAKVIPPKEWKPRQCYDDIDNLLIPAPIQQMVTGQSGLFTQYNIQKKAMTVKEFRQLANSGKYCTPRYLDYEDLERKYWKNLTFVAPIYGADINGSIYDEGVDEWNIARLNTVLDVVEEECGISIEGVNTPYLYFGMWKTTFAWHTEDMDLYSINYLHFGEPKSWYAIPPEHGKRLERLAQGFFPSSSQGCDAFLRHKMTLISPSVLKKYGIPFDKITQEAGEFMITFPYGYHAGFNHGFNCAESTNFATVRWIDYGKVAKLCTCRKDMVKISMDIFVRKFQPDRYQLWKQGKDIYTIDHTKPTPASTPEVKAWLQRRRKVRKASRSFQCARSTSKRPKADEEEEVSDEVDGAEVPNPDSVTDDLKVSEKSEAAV
AGP1 TOR yeast: modulators of TOR pathway AGP1-GFP in S. cerevisiae | AID 2066 | GFP response vs DMSO, % at 10 µM | actives 0.02% (n = 320,000) | S. cerevisiae AGP1-GFP multiplex flow cytometry, 3 h; GFP as percent of DMSO wells;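 active = GFP response relative to DMSO above a set limit, near screen average plus 3 SD, cut at about 150% in these data; inconclusive = fewer than 70 cells counted for the yeast strain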;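 also: median GFP channel fluorescence of the gated AGP1 strain per well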
RPL19A TOR yeast: yeast TOR pathway RPL19A-GFP modulation | S. cerevisiae RPL19A-GFP strain, flow cytometry, 3 h; stronger effect = lower value | percent response vs DMSO, % at 10 µM | actives 0.3% (n = 330,000) | AID 2025;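 active = percent response vs DMSO below 50%; inconclusive = fewer than 70 events counted for the yeast strain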;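 also: median channel GFP fluorescence of the barcoded RPL19A-GFP strain; ratio of sample median GFP to plate DMSO average so 100% = DMSO; lower means less RPL19A-GFP as with rapamycin TOR inhibition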
MEP2-GFP yeast: alters MEP2-GFP fluorescence in TOR pathway yeast screen; AID 2016; actives 0.51% (n = 330,000); S. cerevisiae MEP2-GFP strain, flow cytometry GFP, 3 h; 100% = DMSO control level; GFP response vs DMSO, % at 10 µM;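 active = GFP response versus DMSO above a set limit, roughly screen mean plus 3 SD, cut at about 180% in these data; inconclusive = fewer than 70 cells counted for a yeast strain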;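 also: median GFP fluorescence of the barcode-gated MEP2-GFP cells per well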
VLA-4 inh: inhibition in a human VLA-4 binding assay | inhibition, % (about 7 µM as worked out from the volumes in the protocol) | VLA-4 expressing cells, ligand binding flow cytometry | actives 0.2% (n = 330,000) | AID 2557; in the data active = inhibition above about 50%
LAP4-GFP MLPCN: yeast TOR pathway LAP4-GFP modulation. S. cerevisiae LAP4-GFP multiplex, flow cytometry GFP, 3 h; median GFP as percent of DMSO wells. GFP response vs DMSO, % at 10 µM. actives 0.34% (n = 320,000);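 active = GFP response vs DMSO above a set limit, about the screen mean plus 3 SD, cut at about 150% in these data; inconclusive = under 70 cell events counted for the yeast strain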
Numbers without * were called inactive; i = inactive; ? = inconclusive; / = no result given.

Second line of a record: CIT2-GFP yeast	JMJD2C inh	LAP4-GFP MLPCN	VLA-4 inh	RPL19A TOR yeast	GRK2 inh	AGP1 TOR yeast	MEP2-GFP yeast
> Cc1ccc(S(=O)(=O)N2CCN(C(=O)CSC(=S)N3CCCC3)CC2)c(C)c1
    92.0	6.0	108.5	6.8	92.9	0.0	90.3	97.8
> Cc1nc(C(F)(F)F)c(C(=O)N/N=C(\N)c2ccccn2)s1
    /	33.8	90.1	-2.1	92.2	0.0	90.4	96.2
> CCCCn1c2c(c(=O)n(C)c1=O)C(c1ccc(OC)cc1)N1CCCCCC1=N2 (stereo not drawn)
    98.2	18.5	93.5	-15.4	91.1	1.0	93.3	97.1
> COc1cc(-c2nnc(-c3ccncc3)o2)ccc1OCc1ccccc1
    91.9	-1.0	101.0	-9.4	94.8	1.0	101.9	101.3
> COc1ccc(NC(=O)c2cc(S(=O)(=O)N3CCCC3)ccc2OC)cc1
    95.8	1.8	92.6	7.3	101.0	3.0	98.2	101.1
> NC(=O)CSc1nnc(-c2ccc3c(c2)OCO3)o1
    98.7	1.7	95.5	-3.1	96.4	0.0	95.5	99.4
> O=C1[C@H]2[C@@H](c3ccc(F)cc3)N3C(=O)N(c4ccccc4)C(=O)[C@@]3(Cc3ccc(Cl)cc3)[C@H]2C(=O)N1C1CCCCC1
    98.3	-1.5	102.7	17.7	98.7	0.0	101.3	98.0
> Cc1cc(Nc2cccc(O)c2)c2ccccc2n1
    90.4	-0.2	96.3	3.2	93.0	0.0	104.2	99.3
> COCCNC(=O)C(c1ccc(F)cc1)N(C(=O)CCC(=O)Nc1nccs1)c1ccc(C)cc1 (stereo not drawn)
    103.2	-7.6	93.3	-5.5	105.1	0.0	103.8	109.5
> O=c1nc(Nc2ccc(OCc3ccccc3)cc2)sc2ncccc12
    103.0	-7.9	100.5	-6.2	96.0	3.0	99.8	94.0
> COc1ccccc1NC(=O)CN(c1ccccc1F)S(C)(=O)=O
    105.2	2.1	97.3	3.0	102.5	0.0	109.0	100.5
> CNC(=S)Nc1ccc([N+](=O)[O-])c(C)c1
    91.6	0.9	109.0	-6.2	102.4	0.0	102.4	95.8
> COC(=O)c1sc(-c2ccccc2)cc1NC(C)=O
    96.8	-4.0	101.1	-3.1	100.9	0.0	91.4	98.2
> CCN(CC)C(=O)C1CCCN(c2ccc([N+](=O)[O-])cc2[N+](=O)[O-])C1 (stereo not drawn)
    84.2	12.8	93.1	-0.5	86.8	4.0	92.1	88.3
> O=C(NCC(=O)N(c1cccc(F)c1)C(C(=O)NC1CCCC1)c1ccncc1)c1cccs1 (stereo not drawn)
    100.5	5.3	94.1	7.0	104.8	1.0	96.5	99.0
> CSc1nc(Cc2ccccc2)cc(=O)[nH]1
    101.0	-0.5	98.7	-5.3	97.3	0.0	104.0	101.6
> CC1=C(C)CC(C(=O)Nc2nccs2)C(C(=O)O)C1 (stereo not drawn)
    103.4	2.7	93.9	7.0	102.2	2.0	98.2	104.4
> O=C(Cn1c2c(c(=O)n3ncnc13)CCC2)N/N=C/c1ccc(Cl)cc1
    111.7	68.1	103.7	-3.6	108.5	3.0	115.1	110.3
> CC1CCCC(NC(=O)C2CCN(S(=O)(=O)N3CCC4(CC3)OCCO4)CC2)C1C (stereo not drawn)
    105.2	6.2	92.1	14.6	98.2	5.0	103.8	103.5
> Cc1cccc(N2CN(Cc3ccco3)CNC2=S)c1
    103.8	2.5	100.3	0.8	107.3	0.0	101.4	95.0
> COC(=O)CN1C(=O)C2(C(C#N)=C(N)Oc3ccccc32)C2=C1CC(C)(C)CC2=O (stereo not drawn)
    /	22.4	85.0	-0.8	98.7	4.0	99.3	100.5
> Cc1ccc(C2=CC(=O)C[C@H](c3ccc(F)cc3)C2)cc1
    93.1	3.3	109.3	7.0	97.5	0.0	93.2	95.6
> COc1ccc(-n2c(=O)c(CCC(=O)NCCc3ccccc3F)nc3ccccc32)cc1
    90.0	/	95.4	i	95.4	0.0	95.0	96.0
> Cc1cc(C)n(C(C[N+](=O)[O-])c2ccc(Cl)cc2)n1 (stereo not drawn)
    97.4	10.2	104.1	18.9	97.3	0.0	100.5	103.7
> COc1ccc(CN2CC(C(=O)NC3CCCCC3)CC2=O)cc1 (stereo not drawn)
    93.0	13.9	97.6	-8.2	99.4	1.0	103.8	103.6
> CCn1c2ccccc2c2cc(/C=N/NC(=O)c3ccccc3C)ccc21
    107.4	-0.7	103.2	28.5	108.2	1.0	107.0	109.3
> CCOc1ccc(C2C(C(N)=O)=C(C)Nc3ncnn32)cc1OC (stereo not drawn)
    105.0	-1.6	98.5	-5.5	101.7	9.0	102.0	101.7
> Cc1ccc(S(=O)(=O)N(C)CCCC(=O)Nc2ccncc2)cc1
    100.4	0.6	99.3	-3.4	97.8	4.0	101.4	100.6
> O=C(CCc1nnc(CCCCc2ccccc2)o1)NCCN1CCOC1=O
    88.8	15.4	95.8	-9.4	91.6	2.0	92.4	90.3
> O=C(c1ccco1)N1CCN(C2c3ccccc3-c3ccccc32)CC1
    100.9	-1.1	97.0	-5.0	97.4	5.0	101.0	103.5

Second line of a record: CIT2-GFP yeast	JMJD2C inh	LAP4-GFP MLPCN	VLA-4 inh	RPL19A TOR yeast	GRK2 inh	AGP1 TOR yeast	MEP2-GFP yeast
> CCCn1nnnc1SCC(=O)N1CCCC1
    97.3	-2.3	101.5	11.0	101.5	0.0	98.1	98.9
> C/C(=N\NC(=O)C1CC1(C)c1ccccc1)c1ccco1 (stereo not drawn)
    98.3	-4.1	93.0	23.9	104.5	0.0	97.3	97.1
> COc1ccccc1/C=C/C(=O)OCC(=O)N1c2ccccc2CC1C (stereo not drawn)
    89.0	-3.7	100.8	9.4	94.2	0.0	92.8	94.1
> Cc1noc(C)c1C(=O)OCC(=O)/C=C1\N(C)c2ccccc2C1(C)C
    77.6	6.1	93.0	-41.6	98.7	2.0	91.6	104.6
> O=S(=O)(NCc1cccs1)c1ccccc1Cl
    92.2	-2.1	104.3	6.8	97.8	0.0	100.6	100.9
> O=C(CCNS(=O)(=O)c1ccc2c(c1)CCC(=O)N2)NCc1ccc2c(c1)OCO2
    ?	15.1	?	30.8	?	0.0	?	?
> NC1=NC(=Nc2ccc(S(=O)(=O)N3CCOCC3)cc2)c2ccccc21
    91.8	4.6	100.3	4.8	100.0	0.0	101.6	98.6
> CNC(=O)C1CC(=O)N(CCCc2ccccc2)C(=Nc2ccccc2)S1 (stereo not drawn)
    /	2.3	93.0	1.2	101.4	2.0	93.9	93.2
> CCc1nnc(NC(=O)CSc2nc(C)cs2)s1
    99.3	-0.9	90.8	8.3	94.5	1.0	89.5	91.3
> COCCNC(=O)c1ccc2snnc2c1
    94.1	-3.6	101.5	3.7	99.8	0.0	98.5	104.7
> C/C(=N\Nc1ccc(C(F)(F)F)cc1[N+](=O)[O-])C(C)C
    105.1	-0.5	95.5	-7.2	104.7	2.0	98.9	102.7
> COc1ccccc1NC(=O)NC1(C(=O)N2CCCCCC2)CCCCC1
    102.1	6.8	100.2	9.5	102.5	95.0*	98.7	104.3
> CCCCCCNS(=O)(=O)c1ccc(OC)c(OC)c1
    94.0	-0.8	111.4	4.0	102.1	1.0	103.4	108.7
> CC(C)COC(=O)Cc1c(O)c2ccccc2[nH]c1=O
    99.5	50.7	98.4	-15.1	100.2	1.0	101.6	103.4
> CC(Oc1ccc2ccc(=O)oc2c1)C(=O)NCCN1CCOCC1 (stereo not drawn)
    77.5	?	80.1	9.2	86.8	0.0	81.3	84.4
> CC(C)[C@H](NS(=O)(=O)c1cccc(C(F)(F)F)c1)C(=O)OCC(=O)NC(=O)NCc1ccco1
    101.5	-0.9	102.4	4.1	100.2	2.0	100.2	95.3
> COc1ccccc1OCCCCN1CCCCC1
    103.8	3.7	93.5	9.8	100.0	0.0	100.5	105.1
> CCNC(=S)Nc1ccc(C)c(Cl)c1
    95.3	-7.9	94.7	1.6	98.6	8.0	93.7	98.8
> CN1CCN(C(=O)/C(=C\c2ccccc2)c2ccccc2)CC1
    91.7	8.6	107.1	-0.3	94.5	3.0	108.0	98.0
> CCOc1ccccc1NC(=O)C(=O)N/N=C/c1cc(Br)ccc1O
    88.2	-24.3	88.4	-3.4	87.3	2.0	85.8	94.3
> Cn1nc(NC(=O)CC23CC4CC(CC(C4)C2)C3)c2c(F)cccc21
    95.0	1.0	102.6	16.0	94.5	3.0	101.2	100.2
> Cc1ccc(Cl)cc1NC(=O)COc1ccccc1
    104.3	-8.2	100.7	3.9	105.3	0.0	92.6	111.4
> Cc1ccc(C(=O)COC(=O)[C@@H](NC(=O)c2ccco2)C(C)C)s1
    104.1	-0.5	85.8	4.7	97.3	1.0	98.3	98.0
> O=C(C1=C[C@H](c2csc3ccccc23)C[C@H](OCc2ccc(CO)cc2)O1)N1CCOCC1
    88.8	8.6	113.1	-8.7	98.6	0.0	94.0	90.0
> COC(=O)C1=C(C)C(c2ccc(OC)cc2)NC(=S)N1 (stereo not drawn)
    /	10.3	88.0	15.9	99.3	0.0	93.0	92.7
> CCn1ccnc1CN(C)Cc1nc(Cc2cccc(C(F)(F)F)c2)no1
    103.2	0.2	93.8	2.0	103.4	1.0	96.0	102.7
> O=C(Nc1nncs1)c1cccc(S(=O)(=O)N2CCCC2)c1
    /	1.0	89.6	6.0	100.0	0.0	99.8	99.5
> Cc1cc(NC(=O)NC2CCCN2S(=O)(=O)c2ccc(Cl)cc2)no1 (stereo not drawn)
    108.6	0.2	101.6	-2.4	102.7	0.0	108.4	106.5
> Clc1ccc2nc(N3CCCCC3)[nH]c2c1
    103.7	-4.7	102.1	8.8	/	0.0	104.7	104.7
> CCOC(=O)c1sc(NC(=O)c2ccco2)c(C#N)c1C
    100.0	-3.3	97.6	10.0	106.6	0.0	99.7	101.8

A different layout for part of the listing above.
Structure | CIT2-GFP yeast | JMJD2C inh | LAP4-GFP MLPCN | VLA-4 inh | RPL19A TOR yeast | GRK2 inh | AGP1 TOR yeast | MEP2-GFP yeast
COc1ccccc1OCCCCN1CCCCC1 | 103.8 | 3.7 | 93.5 | 9.8 | 100.0 | 0.0 | 100.5 | 105.1
CCNC(=S)Nc1ccc(C)c(Cl)c1 | 95.3 | -7.9 | 94.7 | 1.6 | 98.6 | 8.0 | 93.7 | 98.8

Remaining list, next part.
Second line of a record: CIT2-GFP yeast	JMJD2C inh	LAP4-GFP MLPCN	VLA-4 inh	RPL19A TOR yeast	GRK2 inh	AGP1 TOR yeast	MEP2-GFP yeast
> COc1ccc2[nH]c(C(=O)NCCCN3CCCC3=O)c(C)c2c1
    98.4	15.1	98.4	5.8	92.5	0.0	97.0	111.2
> Clc1ccc(SCCn2cncn2)cc1
    106.9	-1.9	99.4	8.9	102.3	0.0	102.8	99.4
> CCN(CC)S(=O)(=O)c1ccc(-c2nnc(SCc3nnc(-c4ccc(C)cc4)o3)n2CC)cc1
    88.6	-3.6	98.8	0.3	95.0	0.0	97.7	104.8
> COc1ccccc1NCc1nnc(-c2ccccc2)o1
    86.2	8.0	102.0	4.1	99.9	4.0	100.4	95.8
> Cc1ccc(S(=O)(=O)N2CCN(C(=O)N3CCCC3)CC2)cc1
    114.3	2.7	97.0	4.2	101.5	0.0	91.2	108.6
> CCOc1[nH]n(-c2ccc(Cl)cc2)c(=O)c1C=Nc1ccc(Cl)cc1
    92.7	3.6	83.8	2.8	89.4	1.0	91.2	90.7
> COc1ccc(-c2csc3nc(C)n(-n4cccc4)c(=O)c23)cc1
    99.4	0.0	88.4	2.0	89.5	0.0	89.6	85.3
